High-throughput results: PubChem, several laboratories
OX1R antagonist: OX1R (HCRTR1) antagonists, primary screen, fluorescence, CHO/OX1R cells, Fluo-8 calcium, orexin A; Orexin/Hypocretin receptor type 1 (Homo sapiens), O43613; Fluo-8 calcium fluorescence; inhibition, % at 5 µM; actives 0.43% (n = 330,000); AID 434989, 2010;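 active means inhibition above its plate's threshold, mean inhibition of all tested compounds on the plate plus 3 SD, cut at about 37% in these data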;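 further: 0% = orexin A challenge wells and 100% = SB-334867-A antagonist wells; not every result past the cut was called active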
Target sequence (O43613 whole entry, looked up): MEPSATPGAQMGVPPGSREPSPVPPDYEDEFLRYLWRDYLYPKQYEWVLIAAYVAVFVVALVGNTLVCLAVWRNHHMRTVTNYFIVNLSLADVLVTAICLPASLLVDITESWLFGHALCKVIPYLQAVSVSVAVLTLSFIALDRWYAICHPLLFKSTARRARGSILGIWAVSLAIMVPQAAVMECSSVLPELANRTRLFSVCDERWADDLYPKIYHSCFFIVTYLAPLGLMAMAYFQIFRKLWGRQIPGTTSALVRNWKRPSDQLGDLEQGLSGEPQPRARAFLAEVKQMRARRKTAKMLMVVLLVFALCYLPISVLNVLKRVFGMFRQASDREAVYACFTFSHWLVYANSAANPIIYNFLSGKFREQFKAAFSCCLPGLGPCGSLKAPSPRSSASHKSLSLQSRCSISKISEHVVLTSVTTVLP
CHT allo act: CHT positive allosteric modulators, primary screen, cell-based, membrane potential dye, choline EC20. High affinity choline transporter 1 (Homo sapiens), Q9GZV3. CHT-expressing cells; stronger effect = higher value; LV-AA mutant CHT in HEK293 cells. B-score at 10 µM. actives 0.49% (n = 310,000);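 active means initial fluorescence not abnormally high and integrated response B-score, plate-corrected, over 3 SD above library mean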
Target sequence (Q9GZV3 whole entry, looked up): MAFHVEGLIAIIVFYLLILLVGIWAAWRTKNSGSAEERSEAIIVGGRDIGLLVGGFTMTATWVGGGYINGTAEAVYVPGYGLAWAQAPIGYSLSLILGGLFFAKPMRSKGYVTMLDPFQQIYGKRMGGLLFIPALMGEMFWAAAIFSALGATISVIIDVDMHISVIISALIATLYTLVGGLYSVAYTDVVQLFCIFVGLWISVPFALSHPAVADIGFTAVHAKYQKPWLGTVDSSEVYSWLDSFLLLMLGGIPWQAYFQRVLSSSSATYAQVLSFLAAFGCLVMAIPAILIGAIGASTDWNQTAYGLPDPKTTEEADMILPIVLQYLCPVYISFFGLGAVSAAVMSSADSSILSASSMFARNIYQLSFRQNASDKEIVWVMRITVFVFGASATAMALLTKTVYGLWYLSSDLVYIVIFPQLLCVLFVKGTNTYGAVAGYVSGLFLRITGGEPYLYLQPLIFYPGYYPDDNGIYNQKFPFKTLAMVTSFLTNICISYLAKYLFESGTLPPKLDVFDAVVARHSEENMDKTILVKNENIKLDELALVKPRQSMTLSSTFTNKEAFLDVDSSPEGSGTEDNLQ
Numbers without * were called inactive; i = inactive; . = no result given.

SMILES	OX1R antagonist	CHT allo act
CNS(=O)(=O)c1cn(CC(=O)NCc2cccc(OC)c2)cc1S(=O)(=O)NC	-6	i
Cn1c2c(c(=O)n(C)c1=O)C(c1ccc(F)cc1)C(C#N)=C(N)O2 (stereo not drawn)	-10	i
CCOc1ccc(CSCCNC(=S)Nc2ccccc2)cc1	-28	i
CC1(C)OC(C)(C)/C(=C/Nc2ccc(O)cc2)C1=O	3	i
Cc1cccc(NC(=O)c2sc(NC(=O)COc3ccccc3)c(C#N)c2C)c1C	-15	i
Cc1ccc(-c2nnc(N3CCN(C(=O)COc4cccc(C)c4)CC3)c3ccccc23)cc1	-38	i
S=C(Nc1ccccc1)N1N=C(c2cccs2)CC1c1cccs1 (stereo not drawn)	-9	i
COc1cc(NC(=O)n2ncc3cc(Cl)ccc32)cc(OC)c1	-19	i
O=C1CSC(c2cn(-c3ccccc3)nc2-c2ccccc2)N1Cc1ccco1 (stereo not drawn)	-21	i
CC(C)=C(NC(=O)c1ccccc1)C(=O)NCc1ccccc1	-15	i
C[C@H](NC(=O)c1ccc(C(C)(C)C)cc1)C(=O)N1CCOCC1	22	.
COc1ccc(OC)c(C(=O)N2CCC(CCC(=O)NC3CC3)CC2)c1	-10	i

Reformatted bar-delimited: part of the list above
structure | OX1R antagonist | CHT allo act
COc1cc(NC(=O)n2ncc3cc(Cl)ccc32)cc(OC)c1 | -19 | i
CC(C)=C(NC(=O)c1ccccc1)C(=O)NCc1ccccc1 | -15 | i
CC1(C)OC(C)(C)/C(=C/Nc2ccc(O)cc2)C1=O | 3 | i
Cc1ccc(-c2nnc(N3CCN(C(=O)COc4cccc(C)c4)CC3)c3ccccc23)cc1 | -38 | i
Cn1c2c(c(=O)n(C)c1=O)C(c1ccc(F)cc1)C(C#N)=C(N)O2 (stereo not drawn) | -10 | i

Next structures follow.
SMILES	OX1R antagonist	CHT allo act
CCNc1ccc(C(=O)Nc2ccc3nc(C)sc3c2)cc1[N+](=O)[O-]	-25	i
O=C(NCCSCc1ccco1)c1ccc(=O)[nH]c1	-7	i
CCN(CC)C(=O)C(C)OC(=O)COc1ccc(Cl)cc1Cl (stereo not drawn)	-23	i
O=S(=O)(NCc1ccco1)N1CCOCC1	-20	i
COc1ccccc1NC(=O)N1CCc2c([nH]c3ccccc23)C1C(F)(F)F (stereo not drawn)	-26	i
COC(=O)c1cn(-c2ccccc2)nc1C(=O)OC	-9	i
Cc1[nH]nc2ncc(C(=O)c3cc(F)ccc3O)cc12	-13	i
CC1CCN(C(=O)CSc2nc3ccccc3s2)CC1	-17	i
Cc1[nH]n(-c2cccc(Cl)c2)c(=O)c1C=NCC(C)C	-20	i
Cc1c(C(=O)Nc2cc(S(=O)(=O)N3CCOCC3)ccc2N2CCOCC2)oc2ccccc12	-39	i
O=C(CSc1nnc(-c2ccccc2Cl)o1)N1CCOCC1	-6	i
O=C(CN1C(=O)NC2(CCCCCCC2)C1=O)NCc1ccccc1	1	.
O=C(c1ccc(NS(=O)(=O)c2ccccc2)cc1)N1CCOCC1	1	i
O=C(O)c1ccccc1-c1nc2ccccc2n1-c1ccccc1	-2	i
NNC(=O)c1[nH]c2ccc(Cl)cc2c1-c1ccccc1	-17	i
COc1cc(C(=S)NCc2ccccc2)cc(Br)c1O	-7	i
CCC(=O)c1ccc(N2CCN(C(=O)c3cccs3)CC2)c(F)c1	-14	i
Cc1cc(C)nc(NS(=O)(=O)c2ccc(NC(=O)C3COc4ccccc4O3)cc2)n1 (stereo not drawn)	-21	i
CN(C)/C=N/c1sc2c(c1C(N)=O)CCCC2	-10	i
COCCNC(=O)Cn1cc(/C=C(\C#N)C(=O)NC2CCCC2)c2ccccc21	-19	i
O=C(c1cc2ccccc2o1)N1CCN(S(=O)(=O)c2c(F)cccc2F)CC1	-9	.
CCC1COCCS(=O)(=O)N1Cc1ccccc1 (stereo not drawn)	-10	i
O=c1[nH]c(C2CCN(S(=O)(=O)c3ccccc3)CC2)nc2c1nnn2Cc1c(F)cccc1Cl	-21	i
Cc1cnc(C(=O)Nc2ccc(N3CCOCC3)cc2)cn1	-1	i
CC(C)CC(CO)N1CCN(C(=O)c2ccc(Cl)cc2Cl)CCC1=O (stereo not drawn)	-10	i
COC(=O)C(Cc1ccc(O)cc1)NC(=O)C(C)NC(=O)c1ccc(C(C)(C)C)cc1 (stereo not drawn)	-27	i
CCOC(=O)C1CCN(C(=O)/C=C/c2cccs2)CC1	-44	i
Brc1ccc2nc3c(n2c1)CCCC3	-10	i
CCn1c(SCC(=O)N(C)Cc2ccc(OC)c(F)c2)nc2cc(S(N)(=O)=O)ccc21	-17	i
CCOc1cccc(NC(=O)/C(C#N)=C/c2cccnc2)c1	-10	i
CC(=O)c1ccc(OCCn2cnc3ccccc32)cc1	-5	i
Cc1ccccc1N1CCN(C(=O)c2cc(C3CC3)nn2-c2ccccc2)CC1	-8	.
COCC(=O)NCc1nc2ccccc2[nH]1	-9	i
O=S(=O)(Nc1nc(-c2ccccc2)cs1)c1cccc(C(F)(F)F)c1	-26	i
CS(=O)(=O)c1ccc2nc(NC(=O)Cc3ccccc3)sc2c1	-14	i
Cc1cccc(C)c1OCC(=O)Nc1cccc(C(=O)O)c1	-8	i
C/C(=N\N1CCN(Cc2ccc(Cl)cc2)CC1)c1ccc([N+](=O)[O-])cc1	-5	i
CCc1[nH]nc(C(=O)N2CCCC(CO)(Cc3ccc(F)cc3F)C2)c1C (stereo not drawn)	-10	i
CSc1nsc(SCC(=O)NCc2ccccc2)n1	-24	i
Nc1ncc(Br)cc1S(=O)(=O)NCCc1ccccc1	-12	i
CN1CCN(S(=O)(=O)c2ccc(NC(=S)NC(=O)C3CCCCC3)cc2)CC1	-50	i
COc1ccc(S(=O)(=O)N2CCC(C(=O)NCc3ccncc3)CC2)cc1	-7	i
Cc1c(NC(=O)CSc2nnc(-c3cccnc3)n2N)c(=O)n(-c2ccccc2)n1C	5	.
C=CCn1c(COc2ccc(F)cc2)nnc1SCC(=O)N1CC(=O)Nc2ccccc21	-6	i
C=CCNC(=S)Nc1sc2c(c1C#N)CCCC2	-2	i
CCc1cc2cc3c(cc2nc1SCC(=O)Nc1nccs1)OCO3	-21	i
C/C(=N\NC(=O)CSc1nc2ccccc2o1)c1ccc(O)cc1	-16	i
O=C(c1cnc2n(c1=O)CCS2)N1CCN(c2ccccc2F)CC1	-18	i

Three neighbouring entries out of the list so far, quoted:
SMILES	OX1R antagonist	CHT allo act
CC1CCN(C(=O)CSc2nc3ccccc3s2)CC1	-17	i
Cc1[nH]n(-c2cccc(Cl)c2)c(=O)c1C=NCC(C)C	-20	i
Cc1c(C(=O)Nc2cc(S(=O)(=O)N3CCOCC3)ccc2N2CCOCC2)oc2ccccc12	-39	i

Further compounds
SMILES	OX1R antagonist	CHT allo act
C=CCNC(=O)C1CC2c3ccccc3C1c1ccccc12 (stereo not drawn)	-21	i
O=C(Nc1ccc(O)cc1)c1cc2n(n1)C(C(F)(F)F)CC(c1ccco1)N2 (stereo not drawn)	2	i
CCOc1ccccc1N/C=C(\C#N)c1nc2ccccc2n1C	-21	i
CCc1ccccc1NC(=O)CCN1C(=O)c2ccccc2C1=O	-13	i
CCc1ccc(C2NC(=S)NC3=C2C(=O)CCC3)cc1 (stereo not drawn)	1	i
Oc1c(CN2CCN(c3ccc(F)cc3)CC2)cc(Cl)c2cccnc12	-1	i
Cc1ccc(C)c(Cn2ncc3ccccc32)c1	-19	i
COc1cccc(CN2CCNC(=O)C2CC(=O)NCC(C)(C)N2CCOCC2)c1OC (stereo not drawn)	0	i
Cc1cc(=O)[nH]c2cc(O)ccc12	-16	i
COCCN(C(=O)CNC(=O)c1ccco1)C(C(=O)NC1CCCC1)c1cccc(OC)c1 (stereo not drawn)	-5	i
Nc1c(C(=O)Nc2ccc(Cl)c(C(=O)O)c2)sc2nc3c(cc12)CCCC3	-10	i
COC(=O)c1c(C)oc2ccc(N(C(=O)c3ccncc3)S(=O)(=O)c3ccc(C)cc3C)cc12	35	i
COc1ccc(NC(=O)CCNS(=O)(=O)c2ccc(C)c(C)c2)cc1OC	-18	i
C=CCN([C@@H](CC(C)C)C(=O)OC)S(=O)(=O)N(CC=C)[C@@H](CC(C)C)C(=O)OC	16	.
O=C(Nc1ccncc1)c1cc(-c2ccccn2)nc2ccccc12	-12	i
CCOc1ccccc1C(C(=O)NC1CCCC1)N(C(=O)c1csnn1)C1CC1 (stereo not drawn)	-14	i
CCCOc1cccc(OCC(=O)Nc2nc3ccccc3[nH]2)c1	-13	i
Fc1ccc(/C=N/NC(=S)Nc2ccc(Cl)cc2)cc1F	9	i
Cc1cccc(NC(=O)C(CCC(N)=O)NC(=O)OCc2ccccc2)c1 (stereo not drawn)	-8	i
COc1ccc(NC(=O)CN(C)S(=O)(=O)c2ccc(Cl)cc2)c([N+](=O)[O-])c1	-13	i
Cc1nc2sc(C(c3cccc(F)c3)N3CC(C)OC(C)C3)c(O)n2n1 (stereo not drawn)	-11	i
Cc1ccc(S(=O)(=O)c2nc(-c3cccs3)oc2N2CCC(C(N)=O)CC2)cc1	-8	.
Cn1nc(C(F)(F)F)c2cc(NC(=O)OCC(C)(C)C)sc21	-34	i
Cc1ccc(C(=O)NCCN2CCOCC2)cc1C	6	i

Look-ups from the entries so far.
Cc1cnc(C(=O)Nc2ccc(N3CCOCC3)cc2)cn1 in OX1R antagonist is entered as -1
COCCNC(=O)Cn1cc(/C=C(\C#N)C(=O)NC2CCCC2)c2ccccc21 in OX1R antagonist is entered as -19
CCc1cc2cc3c(cc2nc1SCC(=O)Nc1nccs1)OCO3 in OX1R antagonist is entered as -21
CC(=O)c1ccc(OCCn2cnc3ccccc32)cc1 in OX1R antagonist is entered as -5
O=C(O)c1ccccc1-c1nc2ccccc2n1-c1ccccc1 in OX1R antagonist is entered as -2
CCNc1ccc(C(=O)Nc2ccc3nc(C)sc3c2)cc1[N+](=O)[O-] in OX1R antagonist is entered as -25
CCC1COCCS(=O)(=O)N1Cc1ccccc1 (stereo not drawn) in OX1R antagonist is entered as -10

Other records.
SMILES	OX1R antagonist	CHT allo act
C[C@@H](NC(=O)OC(C)(C)C)c1nnc(S(=O)(=O)Cc2ccccc2)o1	18	i
Cc1c(NS(=O)(=O)c2ccc(NC(=O)CCC(=O)O)cc2)c(=O)n(-c2ccccc2)n1C	-8	i
COc1ccc(CCNC(=O)CN(C)S(=O)(=O)c2cccc3nsnc23)cc1OC	-13	i
CCOC(=O)C(C)N1C(=O)S/C(=C/c2cc(C)n(-c3ccncc3)c2C)C1=O (stereo not drawn)	-26	i
O=C(Nc1cnn(Cc2ccc(F)cc2)c1)c1cc(-c2cccs2)on1	-12	i
COc1ccc(C(=O)Nc2nc3ccc(S(C)(=O)=O)cc3s2)cc1	-22	i
COc1ccccc1Nc1ncnc2c1cnn2-c1cccc(C)c1	-26	i
Cc1cc2ncc(C(N)=O)cn2n1	-10	i
C=CCn1c(CNS(=O)(=O)c2ccc(Cl)cc2)n[nH]c1=S	0	i
O=C(O)COc1ccccc1/C=C1\SC(=S)N(NC(=O)c2ccccc2O)C1=O	-4	i
Cc1onc(-c2c(F)cccc2Cl)c1C(=O)N1CCCc2ccccc21	17	i
Nc1ncnc2c1ncn2[C@@H]1O[C@H](CNS(=O)(=O)c2ccc3c(c2)CCN(C(=O)C(F)(F)F)C3)[C@@H](O)[C@H]1O	6	.
CC(Oc1cccc(Cl)c1)C(=O)Nc1cc(S(=O)(=O)N2CCOCC2)ccc1N1CCCCC1 (stereo not drawn)	-10	i
COCCn1c(SCC(=O)Nc2ccc(C)cc2C)nc2c(oc3ccccc32)c1=O	-1	i
COC(=O)c1ccc(C)c(N(CCO)CCO)c1	-1	i
COC(=O)[C@H](CC(C)C)NC(=O)Cn1cnc2c(NCc3ccccc3)ncnc21	-23	.
O=C(COc1ccc(S(=O)(=O)N2CCCC2)cc1)Nc1ccc(F)cc1	-14	i
O=C(CSc1nc2ccc([N+](=O)[O-])cc2s1)NC1CCS(=O)(=O)C1 (stereo not drawn)	-13	i
Cc1ccccc1OCC(=O)OCC(=O)Nc1ccc(Cl)cn1	-9	.
COc1cccc(C(=O)C2CCCN(Cc3cccn3-c3cccnc3)C2)c1 (stereo not drawn)	-33	i
CCOC(=O)c1[nH]c(CSc2nnc(-c3ccc(OC)cc3)o2)c(C(=O)OCC)c1C	-21	i
Cc1cc(C(=O)CSc2nnc3c(Cl)cc(Cl)cn23)c(C)n1C	-8	i
CC(C)N(C(=O)Cn1cc(S(=O)(=O)CC(=O)NCc2ccccc2)c2ccccc21)C(C)C	-17	i
COc1ccc(/C=N/NC(=O)CN(c2ccc(OC)cc2)S(=O)(=O)c2ccccc2)cc1	-41	i
CC1CCCC(NC(=O)COC(=O)CN2C(=O)C3CCCCC3C2=O)C1C (stereo not drawn)	-7	i
C=CCc1ccc(OCCn2nnc3ccccc32)c(OC)c1	-5	i
COc1ccc(C(=O)Nc2ccccc2)cc1NC(=O)c1cccs1	.	i
CN(c1ccccc1)S(=O)(=O)c1cccc(C(=O)OCC(=O)Nc2ccc3[nH]c(=O)[nH]c3c2)c1	12	i
COc1ccccc1NC(=O)COC(=O)C1CC1	-14	i
Cn1nnnc1Sc1ccc(C(=O)O)cc1[N+](=O)[O-]	-9	i
COc1ccc(N(CC(=O)NCCSCc2ccco2)S(=O)(=O)c2ccc(C)cc2)cc1	-34	i
Cc1nc2ccc(C(=O)O)cc2[nH]1	-13	i
CCOc1ccc(-n2c(SCC(=O)Nc3ccc(CC)cc3)nc3n[nH]c(C)c3c2=N)cc1	8	i
Cc1cccc(/N=C/C2=C(O)CC(C)(C)CC2=O)n1	-4	i
CCOc1ccc(-n2nnc3c(=O)n(C/C=C/c4ccccc4)cnc32)cc1	-6	i
O=C(O)CCn1c(=O)sc2ccccc21	-9	i
C[C@H](NC(N)=O)C(=O)OCC(=O)Nc1ccc(OC(F)F)cc1	-9	i
Cc1ccc(NCc2ccc(Cl)nc2)c(NCc2ccc(Cl)nc2)c1	-29	i
Cc1cccc(C)c1OCC(=O)Nc1oc(-c2ccccc2)c(-c2ccccc2)c1C#N	-43	i

An unsorted share of the library (roughly 0.83% active in at least one column).
